From PubChem BioAssay
SR-BI DiI inh: mouse SR-BI HDL lipid transfer inhibition; inhibition, % at 12.5 µM; 0.96% of 320,000 active; ldlA[mSR-BI] CHO cells, DiI-HDL uptake fluorescence, 3 h; Q61009;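 active means mean replicate inhibition of at least 70% and a set share of replicates each scoring 70 or more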;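 further: 0% = median of neutral control wells and 100% = median of positive control wells; values of inactives mirror those of a sister screen read the other way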
V-ATPase pH: alters yeast V-ATPase proton transport; response, % at 10 µM; 0.37% of 350,000 active; S. cerevisiae, pHLuorin cytosolic pH fluorescence; in the data active means response mostly above about 7.3%, no sharp cut-off; inactive means mostly below about 5.4%; further: actives read high; inactives centre near 0; some compounds called inactive have numbers as strong as hits; reference of the scale not given here
HTR5A inv ctr: HTR5A inverse agonism, opioid heterodimer counter-screen | P47898 | HTR5A cell line, luminescence | inhibition, % at 9.3 µM | 0.083% of 340,000 active; in the data active means inhibition mostly above about 23%, no sharp cut-off; inactive means mostly below about 18%;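 further: 0% = cells with DMSO and 100% = no-cell wells with DMSO; some compounds called inactive have numbers as strong as hits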
Target sequence (P47898 whole entry, looked up): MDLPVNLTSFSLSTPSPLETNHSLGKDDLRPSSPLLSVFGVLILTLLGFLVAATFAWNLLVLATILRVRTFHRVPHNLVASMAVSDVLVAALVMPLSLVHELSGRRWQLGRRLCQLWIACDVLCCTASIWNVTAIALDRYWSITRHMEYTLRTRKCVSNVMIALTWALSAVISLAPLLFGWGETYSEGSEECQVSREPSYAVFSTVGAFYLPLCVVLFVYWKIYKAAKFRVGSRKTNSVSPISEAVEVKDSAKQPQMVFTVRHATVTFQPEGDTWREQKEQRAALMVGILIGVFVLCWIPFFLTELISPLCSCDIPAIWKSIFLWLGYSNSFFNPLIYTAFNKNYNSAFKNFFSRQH
HTR5A ag ctr: HTR5A agonism, opioid heterodimer counter-screen. P47898. HTR5A agonist assay, luminescence, cell-based. activation, % at 9.3 µM. 0.61% of 340,000 active. AID 504692; in the data active means activation mostly above about 9.5%, no sharp cut-off; inactive means mostly below about 7.6%;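 further: 0% = cells with vehicle only and 100% = reference agonist; strong numbers were not always called active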
Wnt act: Wnt/beta-catenin pathway activation; activation, % at 9.35 µM; Wnt/beta-catenin reporter cell assay, activator, plate reader; 1.2% of 300,000 active; in the data active means activation above about 30%, passing the limit was not always enough;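 further: 0% = neutral control wells and 100% = positive control wells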
PvdQ inh: blocks Pseudomonas aeruginosa PvdQ acylase activity; purified PvdQ acylase, fluorescence plate reader; inhibition, % at 10 µM; AID 488965; 0.063% of 340,000 active; in the data active means inhibition above about 30%, passing the limit was not always enough;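 further: 0% = vehicle neutral wells and 100% = reference inhibitor wells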
CDK5 p35 inh: inhibitors of human CDK5/p35 kinase | inhibition, % at 10 µM | Recombinant CDK5/p35, ADP-Glo luminescence, 60 min | Q00535+Q15078 | AID 488839 | 0.01% of 330,000 active;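 active means highest replicate inhibition of at least 50% and at least 75% of replicates reaching 50%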;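 further: plate controls were DMSO neutral control for no effect and GW8510 at 10 µM for full effect; many of its hits are not listed in these tables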
Target sequence (Q00535 whole entry, looked up): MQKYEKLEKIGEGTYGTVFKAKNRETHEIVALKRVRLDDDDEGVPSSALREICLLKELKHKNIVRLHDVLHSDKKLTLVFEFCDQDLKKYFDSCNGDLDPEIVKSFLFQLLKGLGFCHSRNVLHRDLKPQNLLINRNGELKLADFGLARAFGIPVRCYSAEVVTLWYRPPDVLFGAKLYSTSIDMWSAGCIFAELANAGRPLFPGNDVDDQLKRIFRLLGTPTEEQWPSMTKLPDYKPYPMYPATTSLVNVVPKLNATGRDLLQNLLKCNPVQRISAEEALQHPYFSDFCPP
Target sequence (Q15078 whole entry, looked up): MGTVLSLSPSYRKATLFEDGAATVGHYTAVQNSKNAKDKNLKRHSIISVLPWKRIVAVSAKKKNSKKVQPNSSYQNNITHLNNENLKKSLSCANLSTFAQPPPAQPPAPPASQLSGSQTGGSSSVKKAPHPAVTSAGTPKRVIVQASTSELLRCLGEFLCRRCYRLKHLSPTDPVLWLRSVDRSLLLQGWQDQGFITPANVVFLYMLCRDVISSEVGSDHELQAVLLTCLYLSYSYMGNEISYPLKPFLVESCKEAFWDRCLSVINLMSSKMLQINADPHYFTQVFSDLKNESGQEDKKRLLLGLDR
NSD2 inh: blocks human histone methyltransferase NSD2 | O96028 | NSD2 peptide methylation, AlphaScreen, 120 min | inhibition, % at 12.5 µM | 0.54% of 310,000 active; in the data active means inhibition above about 50%
MITF act: MITF TRPM1 promoter activation in melanoma cells; SK-MEL-5 TRPM1-promoter luciferase, 24 h; % of positive control, neutral wells = 0; activation, % at 12.5 µM; 0.75% of 300,000 active;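 active means mean activation of at least 80% with every replicate also reaching 80%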;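 further: 0% = neutral control wells and 100% = parthenolide positive control wells; values of inactives mirror those of a sister screen read the other way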
dFosB activator: mouse delta FosB homodimer activation; activation, % at 25 µM; 0.99% of 340,000 active; P13346; purified delta FosB, TAMRA-CDK5 oligo fluorescence polarization; percent of positive-control signal above neutral wells;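 active means mean activation above about 17%, with every replicate also reaching it, limit read from the data, passing the limit was not always enough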;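 further: fluorescence polarization rise as delta FosB binds a TAMRA Cdk5 AP-1 oligo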
* marks the source's active call; other numbers are inactive results; i = inactive; . = no result given.

SMILES | SR-BI DiI inh | V-ATPase pH | HTR5A inv ctr | HTR5A ag ctr | Wnt act | PvdQ inh | CDK5 p35 inh | NSD2 inh | MITF act | dFosB activator
Cc1snc(SCC(=O)N/N=C(\N)COc2ccc(F)cc2)c1C#N | 15 | -1 | 9 | -3 | . | 0 | -1.5 | -1 | -3 | 12
CCOc1ccccc1N(CC(=O)NCCSc1ccccn1)S(=O)(=O)c1ccccc1 | . | -2 | -72 | 25* | -2 | -15 | -0.9 | . | 0 | -7
CC(NS(=O)(=O)c1ccc(CCC(=O)NCC2CCCO2)cc1)c1ccccc1 (centres undefined) | -10 | -4 | 2 | 4 | . | -3 | 0.2 | -2 | . | 4
O=c1[nH]c(Nc2ccc3c(c2)OCCO3)nnc1Cc1ccc(Cl)cc1 | -27 | 1 | . | . | -3 | -12 | -1.3 | 1 | -8 | 1
COc1ccc(C(=O)Nc2ccc(S(=O)(=O)NC(C)(C)C)cc2)cc1[N+](=O)[O-] | 59 | 2 | -60 | 1 | -1 | 5 | 1.2 | 1 | -3 | -11
C=CCn1cc(C(=O)N2CCN(C)CC2)c(=O)c2cc(S(=O)(=O)N(CC)CC)ccc21 | -24 | 0 | 18 | -5 | 0 | -14 | -0.6 | 0 | -6 | -3
O=C(CCc1nnc(CCCCc2ccccc2)o1)NCCC1CCCCO1 (centres undefined) | -5 | -3 | 10 | -4 | -1 | -15 | 0.6 | -2 | -10 | 1
C=CCn1c(SCC(=O)NC(=O)Cc2ccccc2)nnc1-c1ccccc1F | 13 | 1 | 6 | -1 | 0 | -4 | 0.0 | 0 | -5 | -3
CC(C)CN(Cc1c(O)ccc2ccccc12)CC(C)C | 0 | 0 | -1 | 0 | 0 | 2 | 3.3 | -2 | -24 | -8
CCNc1nc(NCC)n2c(SCC(=O)Nc3ccc(C(F)(F)F)cc3[N+](=O)[O-])nnc2n1 | -6 | 0 | 0 | 0 | . | -10 | -0.8 | . | 1 | -6
COc1cc(OC)c(C2Oc3nc(SC)nnc3-c3ccccc3N2C(C)=O)cc1OC (centres undefined) | -20 | 0 | 4 | -1 | -1 | -2 | -0.1 | . | . | -12
CCCC(=O)N1CCN(c2ccc(NC(=O)c3ccc4c(c3)OCCO4)cc2)CC1 | . | 1 | -4 | 0 | -1 | -2 | -1.4 | 2 | -13 | -3
Cc1ccc(/C=N/NC(=O)Cc2ccc(O)cc2)s1 | -6 | -5 | -16 | 1 | 5 | 0 | -1.3 | 6 | 20 | -12
CCN(CC)Cc1cc(C(C)(C)C)cc(N2CCOCC2)c1O | 4 | -7 | -9 | 2 | 0 | 8 | -0.2 | 2 | 1 | -1
CCCSc1nc(SCC(=O)NCc2ccccc2)c2c3c(sc2n1)COC(C)(C)C3 | -8 | -5 | -5 | -1 | -1 | 6 | 0.8 | -2 | . | -2
COC(=O)[C@]1(C)N[C@H](CN(C)C(=O)Nc2ccc(Cl)cc2)[C@@H]2C(=O)N(C)C(=O)[C@@H]21 | 10 | -1 | -11 | 3 | -2 | -21 | -1.3 | . | 2 | -3
O=c1[nH]c(/C=C/c2ccc(OC(F)F)cc2)nc2c1cnn2-c1ccccc1 | -13 | -3 | 12 | -1 | 4 | -13 | 0.3 | -1 | 1 | 65*
Cc1cccc(C)c1NC(=O)CNC(=O)c1ccc(COc2ccccc2)cc1 | 10 | -1 | -12 | -4 | 6 | -5 | -1.9 | 0 | 19 | 2
NC(=O)CCCC1=NS(=O)(=O)c2ccccc2N1 | -2 | -5 | -9 | 2 | . | -2 | -0.2 | -1 | . | -2
Cc1ccc(S(=O)(=O)N2CCN(C(=O)COC(=O)COc3ccccc3)CC2)cc1 | 7 | -1 | 2 | -1 | -2 | -13 | 0.6 | -2 | -5 | -1
CC1CCCCN1S(=O)(=O)c1coc(C(N)=O)c1 (centres undefined) | -14 | 7.0* | 7 | -3 | 1 | 3 | 1.7 | . | -2 | 2
Cc1cc(=O)oc2c1ccc1oc(/C(=N/O)c3ccccc3)c(C)c12 | i | -5 | -8 | 0 | . | -14 | -1.4 | -1 | . | -11
COCCNC(=O)c1cc(Br)ccc1Cl | 1 | 3 | -6 | 3 | . | 1 | 0.1 | 3 | . | -8
COc1ccc(OC)c(NC(=O)CSc2nn3c(=O)c(C)nnc3s2)c1 | 1 | -3 | 7 | 0 | 0 | -9 | -0.5 | . | -5 | -5
CCOC(=O)/C(=N\Nc1ccccc1[N+](=O)[O-])c1csc(N)n1 | 78* | 0 | 4 | -2 | 0 | -4 | 0.4 | 9 | -4 | -1
C/C(=N/NC(=O)c1ccc(C)s1)c1cccc(NC(=O)c2ccoc2C)c1 | 29 | 3 | -15 | 3 | 11 | -10 | 2.0 | 2 | 22 | -21
Cc1cc2c(=O)n(CC(=O)N3CCN(c4ccc(F)cc4)CC3)cnc2s1 | -31 | -1 | -12 | -3 | . | -4 | 0.2 | 0 | 0 | -3
Cc1csc(CNc2ncnc3ccc(-c4cccc(Cl)c4)cc23)c1 | 12 | 4 | -25 | 10 | 2 | 5 | 1.0 | . | 3 | -3
COc1cc(C(=O)NCCN2C(=O)S/C(=C\c3cccs3)C2=O)cc(OC)c1OC | 5 | 3 | 15 | -6 | 2 | -6 | -0.8 | 2 | 25 | -3
CCOc1ccc(S(=O)(=O)NCCN2CCOCC2)c2ccccc12 | 1 | 1 | -7 | 3 | -6 | 4 | 1.8 | 1 | -5 | -3
CC(C)C(NS(=O)(=O)c1cccc(C(F)(F)F)c1)C(=O)O (centres undefined) | -37 | 0 | 23 | 1 | 1 | -11 | -1.9 | -3 | 4 | -1
COc1ccc(Nc2nc(-c3cccc(OC)c3O)nc3ccccc23)cc1 | 83* | 1 | -10 | 3 | 5 | -9 | -1.7 | -3 | 30 | -9
O=C(Nc1ccccn1)c1cc(-c2cccc(Cl)c2)nc2ccccc12 | 56 | 1 | 10 | 6 | -1 | 7 | 0.1 | . | 3 | -5
COc1ccc(CCNc2ccc(S(=O)(=O)N3CCCC3)cc2[N+](=O)[O-])cc1 | -25 | -2 | -9 | 4 | -3 | 0 | -0.5 | 2 | 2 | 4
CC(c1ccco1)N(C(=O)c1ccc(Cl)c([N+](=O)[O-])c1)c1ccccn1 (centres undefined) | . | 1 | 6 | -2 | -4 | -8 | -0.2 | 5 | -9 | -4
COc1ccc(-c2noc(CN(C)C(=O)c3ccc4c(c3)OCO4)n2)cc1 | -1 | -2 | -19 | 3 | 2 | -6 | 0.0 | -1 | 11 | -15
O=C(NCCO)Nc1ccc2nsnc2c1 | 2 | -1 | 7 | -2 | 1 | 4 | 1.3 | 1 | 6 | -1
O=C(c1cc(-c2ccc(O)cc2)on1)N1CCCc2ccccc21 | 27 | 2 | -10 | -3 | 10 | -6 | -4.2 | . | 32 | -13
CCCOc1ccccc1N/C(=N\S(=O)(=O)c1ccc(C)cc1)Nc1nc(C)cc(C)n1 | -2 | 12 | 0 | -1 | . | -6 | 3.1 | 0 | -4 | 0
O=C(Nc1nc2ccc(S(=O)(=O)N3CCCC3)cc2s1)c1ccccn1 | 9 | -1 | 3 | -1 | 18 | 4 | 1.9 | -1 | 10 | -7
O=C(COc1ccc2ccccc2c1)Nc1nc2ccccc2[nH]1 | -14 | 11* | -12 | 11 | . | -1 | -2.7 | 0 | -1 | -5
Cc1ccc(C(=O)NCc2occc2C(=O)O)o1 | -21 | -3 | -11 | -1 | . | -12 | -0.6 | 13 | 4 | -2
Cc1c(C(=O)O)sc(S(=O)(=O)N2CCN(C(=O)Cc3ccc(F)cc3)CC2)c1C(=O)O | -19 | -5 | 4 | -4 | -4 | -3 | -0.1 | 2 | -2 | 3
CC(C)Cc1nn2c(=O)cc(O)nc2s1 | 3 | 0 | -12 | 4 | . | -15 | -0.5 | 0 | -9 | -4
O=S(=O)(c1cccc(C(F)(F)F)c1)N1CCN(CC(O)COCc2ccccc2)CC1 (centres undefined) | -2 | -1 | -4 | 2 | -19 | -1 | 0.5 | -1 | -3 | -5
Cc1cc(C)c(OCC(O)CN2CCN(C(=O)c3ccccc3)CC2)c(C)c1 (centres undefined) | 13 | 2 | -6 | 1 | 0 | -9 | 1.0 | -2 | 7 | -7
CCCCOc1ccc2c(c1)C(=O)c1cc(O)ccc1-2 | 43 | 1 | -3 | 1 | 14 | -1 | 2.1 | 17 | 86* | -12
Cc1cc[n+](CC(=O)Nc2cccc(C)c2)cc1 | -21 | -2 | 2 | 0 | 2 | 7 | 1.6 | 0 | . | 1
CCc1nc2ccc(C(=O)NC3CCC(C)CC3)cc2nc1CC (centres undefined) | 36 | -2 | 9 | -2 | 4 | -7 | -0.5 | -2 | 70 | -14
COc1ccccc1C(=O)NCCC(=O)NNC(=O)c1ccccc1O | -3 | 0 | -12 | 4 | -9 | -1 | 0.5 | -6 | -29 | 1
O=C1CNC(=S)N1Cc1ccccc1 | 1 | 1 | 10 | -4 | 1 | -2 | 0.0 | -1 | 5 | 5
O=C(/C=C/c1ccc(Cl)cc1)Nc1cc(S(=O)(=O)N2CCOCC2)ccc1N1CCOCC1 | -7 | -4 | 7 | -2 | -4 | 5 | 0.0 | -8 | 29 | 1
O=C(CSc1nnc(SCc2ccccc2)s1)N/N=C/C=C/c1ccco1 | -28 | -5 | -18 | 5 | 3 | -8 | 0.7 | 0 | 8 | -7
COc1ccccc1CCNCc1ccc(OC)c(OCc2ccccc2)c1 | -3 | -1 | -12 | 5 | . | -14 | -4.4 | 16 | -1 | -7
O=C(O)C1(O)C[C@@H](O)C(O)[C@H](O)C1 (some centres undefined) | -8 | -2 | -10 | 3 | 0 | 10 | -0.6 | . | 10 | 6
CC(=O)N(CN1C(=O)c2ccc([N+](=O)[O-])cc2C1=O)c1cccc(C(=O)O)c1 | -49 | -5 | 13 | 4 | . | -9 | -3.2 | 0 | 7 | -1
O=C(CSc1nnc(CNc2ccc(F)cc2)n1Cc1ccco1)N1CCCC1 | 11 | -2 | 6 | 0 | . | -4 | -0.2 | 2 | -7 | -6
O=C(NC1CC1)C1=C[C@@H](c2ccc3c(c2)OCO3)C[C@@H](OCCCCO)O1 | -6 | -1 | 10 | -1 | 3 | -2 | 0.7 | . | -6 | -2
COc1ccc(S(=O)(=O)Nc2ccc3c(c2)C(=O)N([C@H](C)CO)C[C@H](C)[C@@H](CN(C)C(=O)NC2CCCCC2)O3)cc1 | -6 | 0 | 11 | 9 | 1 | 4 | -0.3 | . | -3 | -1
O=C(Nc1cccc(N2CCCC2)c1)c1cccs1 | 44 | 2 | -7 | 3 | . | 4 | 0.3 | -1 | 22 | 8
COc1ccccc1N(CC(=O)Nc1ccc(S(=O)(=O)N2CCCCC2)cc1)S(C)(=O)=O | -5 | -4 | 0 | 0 | . | -13 | 1.4 | -1 | -6 | -19

An excerpt of the results above, for reference:
SMILES | SR-BI DiI inh | V-ATPase pH | HTR5A inv ctr | HTR5A ag ctr | Wnt act | PvdQ inh | CDK5 p35 inh | NSD2 inh | MITF act | dFosB activator
Cc1snc(SCC(=O)N/N=C(\N)COc2ccc(F)cc2)c1C#N | 15 | -1 | 9 | -3 | . | 0 | -1.5 | -1 | -3 | 12
CCOc1ccccc1N(CC(=O)NCCSc1ccccn1)S(=O)(=O)c1ccccc1 | . | -2 | -72 | 25* | -2 | -15 | -0.9 | . | 0 | -7
CC(NS(=O)(=O)c1ccc(CCC(=O)NCC2CCCO2)cc1)c1ccccc1 (centres undefined) | -10 | -4 | 2 | 4 | . | -3 | 0.2 | -2 | . | 4
O=c1[nH]c(Nc2ccc3c(c2)OCCO3)nnc1Cc1ccc(Cl)cc1 | -27 | 1 | . | . | -3 | -12 | -1.3 | 1 | -8 | 1
